Nrf2 activator: Nrf2 pathway activation | actives 0.31% (n = 410,000) | AREc32 ARE-luciferase reporter (MCF7-derived line), luminescence, 24 h | Potency, µM (titrated, usually from 46.1 µM), without a hit: top-dose activation, hits mostly activators; further: potency means the concentration at half of the fitted maximal effect; % of control where 0% means no effect; nearly all actives have a fitted effect of over 65% in size
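AREc32_Fluc, 1000 cells/well, OPTI-MEM + 5% FBS, o/n 37 deg C 5% CO2; 23 nL cpd by pin tool, 24 hr; Steady-Glo 30 min RT, luminescence.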
MCF10A rereplic: inducers of DNA re-replication in MCF 10A breast cells; AID 624296; Potency, µM (doses to about 46.1 µM), for the others: at the highest dose activity, positive = re-replication, actives largely listed as activators; MCF 10A DNA re-replication, Hoechst nuclear intensity, 48 h; actives 2.9% (n = 350,000); further: potency means the concentration at half of the fitted maximal effect; % of control where 0% means no effect; nearly all actives have a fitted effect of over 50% in size
ATXN viability: reduces viability in counter-screen for ATXN expression inhibitors; S2 cells (HEK-293 line with an ATXN2-luciferase reporter) viability, CellTiter-Fluor protease fluorescence, 24 h; Potency, µM (highest dose often 56.7 µM), hits mostly cytotoxic; actives 0.49% (n = 400,000); further: potency means the concentration at half of the fitted maximal effect; nearly all actives have a fitted effect of over 40% in size
A549 tox: A549 cytotoxicity, counter-screen for Nrf2 inhibitors; A549 ARE-Fluc cells, CellTiter-Fluor viability, 18-24 h; Potency, µM (highest dose often 46 µM), inactives show top-dose activity change, negative = cytotoxicity, usual class: inhibitors; actives 0.16% (n = 390,000); AID 504648; further: potency means the concentration at half of the fitted maximal effect; on the % scale 0 is the no-effect control and ±100 the full control effect
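Cytotoxicity counterscreen: CellTiter-Fluor fluorescence was measured in A549 ARE_Fluc cells after 18-24 h of compound exposure in a concentration series. The subsequent BugLite luminescent read reports ARE-luciferase activity.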
ATXN2 expr inh: reduces ATXN2 reporter expression in HEK-293 cells; HEK-293 ATXN2-luciferase reporter, luminescence, 24 h; AID 1745845; Potency, µM (top dose mostly 57 µM), for the others: top-dose activity change, negative = inhibition, usual class: inhibitors; actives 0.72% (n = 360,000); further: potency means the concentration at half of the fitted maximal effect; on the % scale 0 is the no-effect control and ±100 the full control effect; nearly all actives have a fitted effect of over 55% in size
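ATXN2-luciferase reporter cells (luciferase flanked by upstream and downstream ATXN2 gene portions) were treated 24 h at 37 °C with compounds at up to 57 uM. SteadyGlo luminescence gave expression; GF-AFC fluorescence gave viability.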
IL1B secr inh: inhibitors of inflammasome signaling (IL-1 beta secretion). THP-1 LPS/ATP IL-1B secretion, AlphaLISA, 16 h; stronger effect = lower value. activity change, % at 57.5 µM. actives 4.7% (n = 360,000); in the data active means activity change below about -50%; inconclusive means mostly about -30% to -49%; further: on the % scale 0 is the no-effect control and ±100 the full control effect
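THP-1 cells pretreated 1 hr with compounds (up to 57.5 uM final), then stimulated with LPS (250 ng/mL final) plus ATP (1.25 mM final); secreted IL-1B measured by AlphaLISA after 16 hr, decreased signal indicating inhibition.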
Nrf2 inh: blocks Nrf2 signaling | Potency, µM (highest dose often 46 µM), for inactives: at the highest dose activity change, negative = inhibition, most hits filed as inhibitors | A549 ARE-Fluc reporter, luciferase luminescence, 18-24 h | actives 2.1% (n = 360,000) | AID 504444; further: potency means the concentration at half of the fitted maximal effect; on the % scale 0 is the no-effect control and ±100 the full control effect; nearly all actives have a fitted effect of over 60% in size
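Quantitative HTS in A549 cells stably bearing an antioxidant response element-firefly luciferase construct. Inhibition of Nrf2-driven transcription was scored by luminescence after 18-24 h of compound exposure at 37 °C.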
TGFb inhibitor: TGF-b pathway inhibition; actives 1.2% (n = 410,000); HepG2 CAGA-GFP TGF-b/SMAD3 reporter, GFP fluorescence, 18 h; TGF-beta stimulated, 500 pg/mL final; Potency, µM (doses to about 46.1 µM), for inactives: at the highest dose activity, negative = inhibition, actives largely listed as inhibitors; AID 588855; further: potency means the concentration at half of the fitted maximal effect; on the % scale 0 is the no-effect control and ±100 the full control effect; nearly all actives have a fitted effect of over 65% in size
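Smad-responsive CAGA-GFP expression was quantified in HEPG2 cells exposed to compounds and 500 pg/mL final TGF-beta for 18 h at 37 degrees C; unstimulated wells defined full inhibition.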
HepG2 tox: counter-screen for TGF-b inhibitors: cytotoxicity in HepG2 cells. Potency, µM (doses to about 46.1 µM), for the others: at the top dose activity change, negative = cytotoxicity, most hits filed as cytotoxic. HepG2 CAGA-GFP viability, ATP luminescence, 18 h. actives 0.76% (n = 410,000). AID 588856; further: potency means the concentration at half of the fitted maximal effect; some results filed as inactive show a strong effect at the top dose
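CellTiter-Glo luminescence gave cytotoxicity after 18 hours at 37 degrees C. The cells were HepG2 CAGA-GFP in 1% FBS DMEM, stimulated with 500 pg/mL TGF-beta after compound addition. %Activity was normalised to no-cell wells (complete cell-killing) and DMSO (no toxicity), and curves were fitted and classified.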
Starred values were filed as active, the others as inactive; i = inactive; ? = inconclusive; . = no result given; & = joins results of further samples; [ ] = dose if it differs, or a comment. Unless noted, the call rests on the fitted dose curve; in most records, active means well fitted curve in the direction sought with a large enough effect; inconclusive means small, poorly fitted or top-dose-only effect, or another doubt; inactive means no such curve, though single readings can be large; an effect the other way counts as inactive or inconclusive. Rows are unselected, and some 8.8% of all compounds hit somewhere here.

SMILES	Nrf2 activator	MCF10A rereplic	ATXN viability	A549 tox	ATXN2 expr inh	IL1B secr inh	Nrf2 inh	TGFb inhibitor	HepG2 tox
Cc1nc(CSc2nnc3scc(-c4ccccc4)n23)cs1	26%	-1%	i	.	-3%	0	9%	-1%	-17%
CCOC(=O)c1cc(C#N)c(Nc2ccc(C)cc2)nc1C(F)(F)F	-0.6%	29%	i	0%	10%	18	5%	1%	20%
CC(C)n1c(=O)c2ccccc2n1Cc1cn(Cc2cccs2)nn1	-1.0%	.	i	.	-5%	-9	.	0%	26%
COCCCNC(=S)NC1CC2CCCC(C1)N2Cc1cccs1 (stereo not given)	-0.4%	?	i	19%	-10%	10	5%	-6%	-2%
COc1ccc(OCC(=O)Nc2cccc(-c3nc4ccccc4s3)c2C)cc1	-2.2%	.	i	-23%	-10%	.	-24%	-7%	-1%
COc1ccc(C2NC(=O)C(C#N)=C(S)N2c2ccccc2)cc1OC (stereo not given)	0.7%	?	i	2%	-15%	-2	3%	-5%	2%
CCOC(=O)C1C(=O)CC(C)(O)C(C(=O)OCC)C1c1ccc(SC)cc1 (stereo not given)	-0.4%	-10%	i	5%	.	19	-14%	-10%	-9%
CC(=O)Nc1nc2c(C)cc(NC(=O)C3CCCCC3)cc2s1	2.8%	-1%	i	-8%	14%	8	?	-14%	-14%
Cc1csc(NC(=O)c2c(-c3c(F)cccc3Cl)noc2C)n1	2.4%	?	i	-4%	8%	47	?	9%	-13%
O=C1C(Cl)=C(N2CCN(Cc3ccccc3)CC2)C(=O)N1c1ccccc1	-1.0%	0%	i	7%	2%	6	19%	-10%	-48%
CC(=O)c1ccc(NC(=O)COC(=O)c2ccccc2Sc2ccccc2C#N)cc1	0.2%	?	i	-2%	2%	-11	0%	-12%	-2%
CCCCN1C(=O)C(CC(=O)NC2CC2)CC(C(=O)N2CCOCC2)=C1C (stereo not given)	0.6%	.	i	.	5%	3	.	33%	1%
COc1ccc(C(=O)N2CCC2(C)C(=O)O)cc1C(F)(F)F (stereo not given)	0.0%	.	i	.	13%	8	.	19%	17%
Cc1cccc2c(C(=O)N3CCN(c4ccccc4)CC3)cc(-c3ccncc3)nc12	0.6%	7.3µM*	?	-9%	-14%	6	23%	?	7%
COc1cc2c(cc1OC)CN(C(C)C(=O)Nc1cccc(S(=O)(=O)N3CCOCC3)c1)CC2 (stereo not given)	0.1%	2%	i	1%	3%	-5	7%	-29%	3%
CC1CCN(C(=O)COC(=O)c2n[nH]c(=O)c3ccccc23)CC1	-0.6%	7%	i	1%	5%	21	4%	5%	-3%
CCOC(=O)COn1c(=O)c(-c2ccccc2)[n+]([O-])c2ccccc21	-0.5%	1%	i	0%	22%	0	-2%	0%	0%
COc1ccc(CC(=O)NNc2ncnc3c2cnn3-c2ccccc2)cc1	-0.5%	0%	i	-1%	2%	21	3%	-17%	-9%
Cc1cc(=O)oc(C)c1C(=O)NCCc1ccccc1	-0.4%	-3%	i	4%	6%	8	12%	-3%	3%
S=c1[nH]nc2n1CCCN2	0.0%	-15%	i	0%	7%	15	11%	1%	12%
Cn1c(=O)c2c(nc(N3CCOCC3)n2CC(=O)C23CC4CC(CC(C4)C2)C3)n(C)c1=O	0.3%	5%	i	.	-19%	1	6%	4%	-25%
CCCCN(CCCC)CCNC(=O)c1cn(CC)c2ccc(S(=O)(=O)N3CCc4ccccc4C3)cc2c1=O	-0.7%&0.5%	1%	?	0%&1%	-15%	0	-4%&2%	?	-31%&-33%
Cc1ccc(C)c(N2CCN(c3ncnc4c3cnn4-c3ccccc3)CC2)c1	-0.4%	?	i	0%	-1%	19	7%	11%	9%
CCN(CC)C(=O)CC(c1ccc2c(c1)OCO2)c1c(O)cc(OC)cc1OC (stereo not given)	0.2%	-15%	i	0%&0%	7%	3	9%&1%	-7%&-11%	-2%&-13%
CCc1ccccc1NC(=O)[C@@H]1CCC(=O)N1C1OC(=O)c2c1ccc(OC)c2OC (stereo not given in full)	-0.1%	11%	i	1%	0%	-10	0%	19%	2%
c1cc(-c2nnn(CCOCCn3nnc(-c4ccncc4)n3)n2)ccn1	0.1%	-12%	i	5%	10%	6	7%	7%	8%
CN(C)CCCNC(=O)c1ccc(Cl)c(S(=O)(=O)N2CCCCCC2)c1	0.0%	0%	i	3%	-3%	3	10%	-13%	-21%
COc1ccc(NC(=O)C[C@H]2C(=O)N(c3ccc(Br)cc3)C[C@@H]2c2ccc(OC)cc2)cc1	5.0%	.	i	.	14%	-27	.	-1%	-24%
COc1ccc(C)cc1NC(=O)c1ccc2c(O)c(S(=O)(=O)c3ccccc3)c(=O)[nH]c2c1	0.0%	-18%	?	2%	0%	20	2%	0%	16%
Cc1[nH]n(-c2ccccc2)c(=O)c1/C=N/NC(=O)c1cccc(F)c1	0.2%	13%	?	-27%	.	73	7.3µM*	?	16µM*
O=C(CCCN1C(=O)/C(=C\c2ccccc2)SC1=S)Nc1cccc(C(=O)O)c1	6.5%	-6%	i	-3%	13%	-2	-11%	-11%	-12%
COc1ccc(C2SCC(=O)N2c2c(C)n(C)n(-c3ccccc3)c2=O)cc1OC (stereo not given)	0.3%	-1%	i	-1%	-10%	24	0%	-4%	-2%
COc1ccc(CCN2CC(C(=O)NCCc3ccccc3C(F)(F)F)CCC2=O)cc1 (stereo not given)	1.0%	-6%	i	0%	54%[activator]	-10	?	-19%	-6%
COc1c(Cl)cc(Cl)cc1CNc1ccc(S(N)(=O)=O)cc1	2.9%	27%	i	-7%	-21%	?	-4%	-19%	-3%
COCCCn1cnnc1SC(C)C(=O)Nc1ccc(S(=O)(=O)N2CCOCC2)cc1 (stereo not given)	-1.0%	-8%	i	-3%	7%	2	6%	12%	-4%
Cc1ccc2c(c1)c(-c1ccccc1)nc1nnnn12	0.6%	0%	i	0%	-23%	39	-25%	0%	7%
CCC(=O)N(c1ccc(F)cc1)C1C=CS(=O)(=O)C1 (stereo not given)	-0.4%	-8%	i	-8%	6%	22	7%	?	1%
O=C(NCC(=O)N1CCN(c2ncccn2)CC1)c1ccc(F)cc1	0.4%	7%	?	-4%	0%	10	?	1%	2%
O=C1C(=O)N(CCCO)C(c2ccc(Br)cc2)/C1=C(\O)c1ccc(Br)cc1 (stereo not given)	-0.3%	11%	i	-8%	.	-11	1%	-15%	-9%
COc1ccc(CCn2c(N)c(C(=O)NCc3ccco3)c3nc4ccccc4nc32)cc1OC	18%	-1%	i	?	?	-20	-15%	?	-48%
Cc1ccc([N+](=O)[O-])cc1N1C(=O)CS/C1=N\NC(=O)c1cccnc1	4.2%	3%	i	0%	-16%	-7	3%	14%	-2%
COCC(=O)Nc1nc2n(n1)C(c1ccc(OC)cc1)CC(c1ccc(OC)cc1)N2 (stereo not given)	-0.2%	12%	?	3%	-2%	-9	8%	8%	2%
COc1ccc(-n2c(C)nc3c(cnn3-c3ccc(C)cc3)c2=O)cc1	2.0%	?	i	-2%	-12%	-13	18µM*	?	-12%
COc1ccc(C(=O)O)cc1S(=O)(=O)NCc1ccccn1	3.1%	1%	i	3%	6%	-1	19%	0%	-25%
CC1CN(CCCCSc2ccccc2)CC(C)O1 (stereo not given)	-0.2%	-1%	i	1%	.	29	6%	-1%	-11%
CN1C(=O)N(C)C2(c3ccccc3)N(C)C(=O)NC12c1ccccc1 (stereo not given)	0.0%	4%	i	3%	6%	-8	1%	-18%	-6%
CC(=O)Nc1ccc(-c2csc(NCCc3ccccc3)n2)cc1	3.9%	27%	i	-14%	4%	?	?	?	-14%
COC(=O)COc1ccc(-c2ccc(F)cc2)cc1C=O	-0.8%	2%	i	0%	-10%	-12	-2%	-6%	7%
COc1cccc(C(=O)Nc2ccc(N3CCN(Cc4ccccc4)CC3)cc2)c1	-0.3%	26%	i	-12%	-14%	?	-26%	?	-14%
CCOc1ccccc1NC(=O)Cc1csc(COc2cccc(C)c2)n1	0.5%	.	.	1%	.	.	?	.	-44%
CC(C)(C)NC(=O)C(c1ccc(Cl)cc1)N(Cc1ccco1)C(=O)CCl (stereo not given)	0.1%	3%	i	-13%	9%	?	9%	-1%	-33%
CC(C)Sc1nc(N2CCOCC2)c2c(c1C#N)CC(C)(C)SC2	0.3%	?	i	11%	4%	0	-27%	?	13%
CCCCC(=O)Nc1ccccc1Oc1ccccc1	-0.1%	4%	i	16%	.	27	-2%	-6%	-7%
COc1ccc(NC(=O)Cn2nc(C)c3ccccc3c2=O)cc1	0.0%	-10%	i	-5%	.	-3	0%	-2%	15%
Cc1cccc(NC(=O)C2CCN(S(=O)(=O)c3ccc4c(c3)C(C)(C)C(=O)N4C)CC2)c1C	-0.4%	-3%	i	-5%	-5%	-7	-19%	0%	2%

High-throughput results as filed in PubChem.
